# Screens: PubChem BioAssay, National Center for Advancing Translational Sciences (NCATS)
# KCNH2 WT inh: qHTS for Inhibitors of KCHN2 3.1: Wildtype qHTS. U2OS, BacMam KCNH2, thallium flux FluxOr; hits give low values. 340,000 tested, 0.37% active. Voltage-gated inwardly rectifying potassium channel KCNH2 (Homo sapiens), Q12809. activity change, % at 1.84 µM;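 active means maximum activity change below -70%; inconclusive means maximum activity change between -70% and -50%; inactive means maximum activity change above -50%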; further: on the % scale 0 is the no-effect control and ±100 the full control effect
#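 U2OS cells were transduced with wild-type KCNH2 virus (2.03 x 10^8 / mL) for 4 h at room temperature, then cultured overnight at 37 C. Thallium flux was read with FluxOr dye. Rate constants were normalized to DMSO controls.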
# Coupling enz: qHTS Assay for Inhibitors of Fructose-1,6-bisphosphate Aldolase from Giardia Lamblia: Coupling assay counterscreen. coupling enzyme system counterscreen, AmpLite Red fluorescence. AID 2472, 2010. 290,000 tested, 0.67% active. activity change, negative = inhibition, % at 58.2 µM, hits read low; in the data active means activity change below about -30%; further: on the % scale 0 is the no-effect control and ±100 the full control effect
#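 Coupling enzymes only (glyceraldehyde-3-phosphate) + compound, at 57.5 uM final, 10 min RT; add substrate/coupling/AmpLite Red mix, 20 min RT; fluorescence ex 525/em 598 nm. Actives flag coupling-system interference.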
# Integrin act MD: qHTS for Activators of Integrin-Mediated Alleviation for Muscular Dystrophy | alpha7betagal myoblasts, beta-gal FDG fluorescence, 48 h | Potency, µM (titrated, usually from 38.3 µM), without a hit: top-dose activation, actives largely listed as activators | 350,000 tested, 0.064% active;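 further: potency means the concentration at half of the fitted maximal effect; 100% = response of the positive control SU9516; nearly all actives have a fitted effect of over 60% in size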
#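 Alpha7betagal+/- myoblasts (passage 13) were plated 16-24 hr, then exposed to compounds (1:260 dilution of DMSO stock) for 48 hours at 37C. After MPER lysis, β-galactosidase reporter activity was read as FDG fluorescence (ex 480/em 540) after 30 minutes.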
# KCNH2 3.1 block: qHTS for Inhibitors of KCHN2 3.1: Mutant qHTS. Potassium voltage-gated channel subfamily H member 2, brain isoform KCNH2 3.1 (human). U2OS KCNH2 3.1, thallium flux FluxOr; hits give low values. activity change, % (tested at about 1.8 µM). 340,000 tested, 0.95% active;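 active means maximum activity change below -70%; inconclusive means maximum activity change from -70% to -50%; inactive means maximum activity change above -50%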;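 further: thallium influx rate constant from kinetic fluorescence after stimulation buffer; on the % scale 0 is the no-effect control and ±100 the full control effect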
#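 Channel expression came from 3.1 mutant virus (1.77 x 10^8 /mL) applied to suspended U2OS cells for 4 h. Flux was tracked with FluxOr dye plus Red40 quencher, and kinetic rate constants normalized to controls.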
# ASM inhibitor: Inhibitors of Secretory Acid Sphingomyelinase (S-ASM): qHTS; placental ASM, HMU-PC fluorogenic substrate, 60 min; Potency, µM (top dose mostly 57.5 µM), for the others: top-dose activity change, negative = inhibition, usual class: inhibitors; 340,000 tested, 0.006% active; further: potency means the concentration at half of the fitted maximal effect
#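 Human placenta-derived ASM preincubated with compound 10 min at room temperature, then reacted with 9 uM (final) fluorogenic HMU-PC substrate for 60 min at 37 C. Stop solution raises pH to 10; fluorescence read at Ex 386/Em 447 nm.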
# MBNL1 CUG block: qHTS Assay for Inhibitors of MBNL1-poly(CUG) RNA binding; Muscleblind-like protein 1 (Homo sapiens), Q9NR56; TR-FRET MBNL1-His/biotin-(CUG)12 binding, 665/545 ratio; Potency, µM (series often up to 57.5 µM), inactives show at the highest dose activity change, negative = inhibition, hits mostly inhibitors; 280,000 tested, 0.036% active; AID 2675, 2010; active means well fitted inhibition curve with a large enough effect in the signal ratio, with a control signal flat, not every such curve was filed as active; inconclusive means small, poorly fitted or top-dose-only effect, or effect the other way, or a change in a side signal; inactive means no such curve, though single readings can be large or run the other way; the % refers to the signal ratio; further: potency means the concentration at half of the fitted maximal effect; on the % scale 0 is the no-effect control and ±100 the full control effect
# Target sequence (Q9NR56 whole entry, looked up): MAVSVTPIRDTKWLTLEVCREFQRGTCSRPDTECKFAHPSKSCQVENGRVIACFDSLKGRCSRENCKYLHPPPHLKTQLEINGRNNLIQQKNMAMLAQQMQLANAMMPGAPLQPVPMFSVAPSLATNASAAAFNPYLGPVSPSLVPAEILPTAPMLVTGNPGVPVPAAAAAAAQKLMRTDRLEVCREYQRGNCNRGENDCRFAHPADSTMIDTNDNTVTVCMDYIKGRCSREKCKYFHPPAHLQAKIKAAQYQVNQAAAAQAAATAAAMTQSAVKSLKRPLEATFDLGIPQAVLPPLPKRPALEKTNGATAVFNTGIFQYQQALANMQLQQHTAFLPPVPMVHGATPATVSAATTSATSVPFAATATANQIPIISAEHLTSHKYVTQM
#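 MBNL1-His + Biotin-(CUG)12, cpd titration 92 nM–58 uM; Tb anti-His Ab 0.055 ng/ul, SA-XL665 5 nM (final); 60 min RT; ratiometric 665/545 nm, Ex 340 nm; normalized to buffer and full-complex controls.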
# GALK inhibitor: qHTS Assay for Inhibitors of Human Galactokinase (GALK); P51570; Purified GALK, Kinase-Glo residual ATP luminescence; Potency, µM (highest dose often 57.5 µM), inactives show at the highest dose activity change, negative = inhibition, hits mostly inhibitors; 270,000 tested, 0.007% active; AID 1868, 2009; further: potency means the concentration at half of the fitted maximal effect; on the % scale 0 is the no-effect control and ±100 the full control effect
# Target sequence (P51570 whole entry, looked up): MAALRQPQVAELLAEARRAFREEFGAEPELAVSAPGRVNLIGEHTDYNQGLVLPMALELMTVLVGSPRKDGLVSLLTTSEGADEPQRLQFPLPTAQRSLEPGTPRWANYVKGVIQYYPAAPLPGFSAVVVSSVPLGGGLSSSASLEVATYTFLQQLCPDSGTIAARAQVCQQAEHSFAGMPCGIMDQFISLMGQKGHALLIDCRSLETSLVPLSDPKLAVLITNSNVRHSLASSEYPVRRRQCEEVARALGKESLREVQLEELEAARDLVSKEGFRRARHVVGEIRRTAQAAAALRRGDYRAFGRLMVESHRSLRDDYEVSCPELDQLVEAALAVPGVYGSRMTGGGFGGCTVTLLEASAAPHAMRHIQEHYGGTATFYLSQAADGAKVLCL
#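 Human GALK (5 nM) with 35 uM ATP and 100 uM galactose in 20 mM HEPES pH 8.0, 5 mM MgCl2, 60 mM NaCl, 1 mM DTT, 0.01% BSA. After 1 h at room temperature, leftover ATP was read by Kinase-Glo Plus luminescence.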
# TRPV1 ag: HTS Assay for Compounds that Act as Agonists of the Vanilloid Receptor 1. Transient receptor potential cation channel subfamily V member 1 (Homo sapiens), Q8NER1. activation, % at 8.33 µM. AID 540275, 2011. TRPV1-expressing cells, Fluo-8 calcium influx, agonist mode. 320,000 tested, 0.19% active; in the data active means activation above about 80%; inconclusive means between about 30% and that limit; further: 0% is about no effect
#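 Fluo-8 calcium influx in TRPV1-expressing cells, kinetic read (ex 480/em 520 nm). Compound added and read 3 min for agonist activity, followed by capsaicin at EC20 final and 2 min further read for enhancement.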
# A-T KAP1 phos: qHTS Assay for Identifying a Potential Treatment of Ataxia-Telangiectasia; […] A-T fibroblasts, KAP-1 phosphorylation AlphaLISA; neocarzinostatin DNA damage 30 min before lysis; Potency, µM (highest dose often 57.5 µM), inactives show at the top dose activation, actives largely listed as activators; 320,000 tested, 0.19% active; AID 485349, 2010; further: potency means the concentration at half of the fitted maximal effect; % of control where 0% means no effect; nearly all actives have a fitted effect of over 45% in size
#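 ATM-like activity read as KAP-1 phosphorylation via AlphaLISA donor/acceptor antibody pairs after lysis and 6 hr at 25C. Cells were ATM-null patient fibroblasts ([…], hTERT), dosed 60 min, then exposed to the DSB inducer NCS for 30 min.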
# CXXC DNA block: qHTS Fluorescence Polarization Assay for Inhibitors of MLL CXXC domain - DNA interaction | AID 2662, 2010 | 290,000 tested, 0.037% active | Histone-lysine N-methyltransferase 2A (Homo sapiens), Q03164 | MLL-CXXC / FITC-HOXA9 DNA fluorescence polarization | Potency, µM (highest dose often 115 µM), for inactives: at the top dose activity change, negative = inhibition, most hits filed as inhibitors; active means well fitted inhibition curve with a large enough effect in the polarisation, with a control signal flat, not every such curve was filed as active; inconclusive means small, poorly fitted or top-dose-only effect, or effect the other way, or a change in a side signal; inactive means no such curve, though single readings can be large or run the other way; the % refers to the polarisation; further: potency means the concentration at half of the fitted maximal effect
#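 Purified MLL-CXXC (added from a 7 uM solution) was preincubated 5 min at ambient with pinned compounds in 50 mM Tris-HCl pH 7.5, 50 mM NaCl, 1 mM DTT, 0.05% BSA. Fluorescein-labeled HOX-A9 DNA (50 nM solution) followed, 30 min, then polarization read.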
# The depositor's hits bear a star; i = inactive; u = inconclusive; x = no result given; [ ] = dose if it differs, or a comment. Unless noted, the call rests on the fitted dose curve; in most records, active means well fitted curve in the direction sought with a large enough effect; inconclusive means small, poorly fitted or top-dose-only effect, or another doubt; inactive means no such curve, though single readings can be large; an effect the other way counts as inactive or inconclusive.
Structure	KCNH2 WT inh	Coupling enz	Integrin act MD	KCNH2 3.1 block	ASM inhibitor	MBNL1 CUG block	GALK inhibitor	TRPV1 ag	A-T KAP1 phos	CXXC DNA block
Cc1cc(C)nc(N/N=C/c2c(C)oc3ccccc23)n1	-1	-7	1%	7	0%	23%	10%	-3	-2%	10%
Cc1ccc2c(c1)c1c3n2CCCNC3CCC1 (configuration not stated)	31	1	-64%[inhibitor]	-1	2%	2%	2%	-4	x	8%
COC(=O)CSc1nc(-c2cccs2)ccc1C#N	-3	-6	5%	-29	18%	u	3%	1	13%	1%
Cc1ccc(S(=O)(=O)NNC(=O)c2cnn(-c3ccccc3)c2C(F)(F)F)cc1	-17	1	10%	4	-3%	-11%	0%	-5	0%	39%[activator]
Oc1ccc(N=Cc2cc(Br)c(N3CCOCC3)o2)cc1	-2	-28	-9%	-19	0%	x	0%	-2	-3%	31%[activator]
CCC(Sc1nc(N)c(NC(=O)c2ccc(OC)c(OC)c2)c(=O)[nH]1)C(=O)OC (configuration not stated)	-4	1	-5%	12	4%	-5%	2%	x	16%	-1%
Oc1ccccc1C1=NN(c2ccccc2)C(c2ccccc2)C1 (configuration not stated)	-3	0	-65%[inhibitor]	-7	i	4%	-6%	u	u	2%
O=C1Nc2ccccc2SC(c2ccccc2)C1O (configuration not stated)	0	2	12%	-11	0%	-6%	0%	3	x	-13%
CC1=C(C(=O)Nc2ccccc2)C(c2ccc(N(C)C)cc2)NC(=O)N1 (configuration not stated)	4	-1	-35%	-19	0%	-4%	0%	3	-2%	12%
CCC(C)[C@H](NC(=O)N1CC(=O)Nc2ccccc21)C(=O)N1CCC[C@H]1C(=O)O (some centres not stated)	1	-2	-4%	34	7%	-3%	x	-3	8%	9%
Fc1cc(F)c2nc(Nc3nc4c(F)cccc4s3)sc2c1	-3	1	-28%	12	20%	x	-2%	-5	-7%	3%
COc1ccccc1OCc1ccc(C(=O)Nc2ccccc2F)cc1	-19	-1	-10%	0	3%	-10%	-3%	27	1%	1%
Cc1ccc(C(=O)OCC(=O)Nc2ccc(Cl)cn2)cc1S(=O)(=O)N1CCOCC1	4	x	-13%	14	-3%	x	x	7	9%	x
O=C(Nc1ccncc1)c1cc(F)cc(F)c1	-3	2	24%	-12	0%	u	-1%	-7	-2%	-2%
CCn1c(C(=O)O)c(CC(=O)N(C)c2ccc(OC)cc2OC)c2ccccc21	-17	-1	5%	-1	7%	1%	1%	-2	-3%	8%

# The listing continues.
Structure	KCNH2 WT inh	Coupling enz	Integrin act MD	KCNH2 3.1 block	ASM inhibitor	MBNL1 CUG block	GALK inhibitor	TRPV1 ag	A-T KAP1 phos	CXXC DNA block
COc1ccccc1Nc1ccc(N)cc1	-13	-6	-15%	-5	8%	4%	5%	-3	-25%	-2%
COc1cc(C)c(Cl)cc1S(=O)(=O)N1CCCC1	-13	-2	-1%	9	-1%	5%	-1%	10	1%	u
Cc1ccc(-c2csc(NCCn3c(-c4ccncc4)nc4ccccc43)n2)cc1	10	-2	5%	5	-7%	0%	x	u	18%	-1%
COCCNC(=O)c1ccc(CN2CCC(Cc3ccccc3)CC2)cc1	-2	1	2%	-4	4%	-29%	1%	-3	11%	-1%
CC1Cc2ccccc2N1CC(=O)NC(c1ccccc1)c1ccccc1 (configuration not stated)	-5	-1	0%	-30	0%	0%	-2%	u	-5%	u
C=C(C)CSc1cc(C)c(C#N)c2nc3ccccc3n12	i	-14	-2%	-2	x	u	-3%	-6	4%	1%
Cc1ccc(C)c(NS(=O)(=O)c2cc(Br)cnc2N)c1	0	3	27%	-9	-5%	2%	0%	11	0%	-1%
CCOC(=O)C1=C(C)N=C2c3ccccc3C(=O)C2C1c1ccc(Br)cc1 (configuration not stated)	x	3	x	x	x	21%	0%	24	-2%	4%
O=C(O)c1ccccc1C(=O)Nc1ccc(Oc2cccc3ccccc23)cc1	-10	7	-8%	1	13%	0%	-4%	1	2%	46%[activator]
O=C(CNC(=O)c1ccccc1Cl)NCC(c1cccs1)N1CCOCC1 (configuration not stated)	-39	x	-5%	-19	3%	x	x	-1	5%	x
O=C(CNC(=O)c1ccc(Cl)cc1Cl)OCC(=O)N1CCCC1	3	x	15%	-21	3%	x	x	0	-5%	x
CC1(c2nnc(-c3ccc(Cl)cc3)o2)CC(c2cccnc2)=NO1 (configuration not stated)	-3	x	28%	-3	2%	x	x	x	x	x
CC(=O)Nc1ccc(NC(=O)CCCSc2nc3ccccc3s2)cc1	-7	-3	1%	2	1%	6%	-2%	u	0%	6%
Cc1cccc(-n2ncc3c2CCCC3NC(=O)Cc2c(C)noc2C)c1C (configuration not stated)	3	0	0%	-10	-1%	2%	2%	u	0%	4%
COc1ccc(C(=O)N2CCN(c3ccc([N+](=O)[O-])c(NCCc4ccc(OC)c(OC)c4)c3)CC2)cc1	8	-2	-37%[inhibitor]	-10	-20%	8%	1%	1	-16%	18%

# Carrying on:
Structure	KCNH2 WT inh	Coupling enz	Integrin act MD	KCNH2 3.1 block	ASM inhibitor	MBNL1 CUG block	GALK inhibitor	TRPV1 ag	A-T KAP1 phos	CXXC DNA block
COc1cccc(N(CC(=O)N/N=C(\C)c2cccs2)S(C)(=O)=O)c1	-5	1	24%	x	0%	x	2%	-2	-3%	-8%
CCOc1ccc2nc(-c3cc(NC(C)=O)ccc3O)sc2c1	x	-2	-22%	-9	x	-6%	8%	-2	-4%	-4%
O=C(CN1C(=O)NC2(CCCC2)C1=O)Nc1cccc(-c2nnc3n2CCCCC3)c1	0	4	-7%	1	1%	0%	1%	-3	0%	-3%
CCc1ccccc1NC(=S)NCCSc1ccc(Cl)cc1	-16	3	-7%	2	-5%	-7%	-2%	28	16%	2%
Nc1c(C(=O)N2CCCCC2)sc(=S)n1-c1ccccc1	3	0	-12%	-7	-6%	u	2%	-6	-3%	5%
COc1ccc(-c2ccc3oc(-c4ccc(OC)cc4)c(-c4ccc(OC)cc4)c3c2)cc1	2	x	5%	-8	13%	x	x	x	x	x
Cc1ccc(S(=O)(=O)c2nc(S(=O)(=O)CCO)sc2N2CCOCC2)cc1	4	x	-61%	7	-1%	-2%	6%	1	1%	26%
CS(=O)(=O)N(CC(=O)Nc1c(F)cccc1F)c1cccc([N+](=O)[O-])c1	22	2	10%	-11	3%	u	3%	2	3%	-2%
N#CCC(=O)N1CCN(C=O)CC1	-13	2	-12%	5	2%	x	11%	-1	5%	8%
CCc1cc(=O)oc2cc(C)cc(OC(C)C(=O)NCCN3CCOCC3)c12 (configuration not stated)	-23	x	16%	-3	2%	-5%	-2%	-2	-3%	-4%
Nc1nc(CN2CCN(c3ccccn3)CC2)nc(Nc2ccc(Cl)cc2)n1	-104*	-1	13%	-21	-2%	-8%	7%	8	-4%	7%
COCCNC(=O)c1ccc(-n2c(SCc3cc(F)ccc3F)nc3ccccc3c2=O)cc1	6	-2	42%	3	2%	7%	1%	26	1%	0%
O=C(Oc1ccccc1)c1ccc(NC(=O)c2ccco2)cc1	-1	4	4%	9	-1%	18%	1%	9	-4%	7%
CCc1ccc(NC(=S)Nc2ccc3cn[nH]c3c2)cc1	-11	-13	6%	-9	4%	59%[activator]	3%	u	-15%	10%
Cc1oc(C(=O)O)cc1CSc1nnc(-c2ccccc2)n1C	-5	2	18%	-5	4%	-2%	0%	0	2%	-4%
Cn1cnc(S(=O)(=O)N2CCN(C(c3ccccc3)c3ccccc3)CC2)c1	0	4	-19%	7	-2%	-16%	7%	-2	-1%	5%
Cc1ccc(NC(=O)CSc2ccc(-c3ccco3)nn2)cc1	20	-3	-10%	8	-6%	14%	1%	3	-2%	-4%
CN(C)S(=O)(=O)c1cccc(NC(=O)COc2ccc(S(=O)(=O)N3CCOCC3)cc2Cl)c1	2	x	-17%	-3	4%	x	x	x	-1%	x
